From PubChem
FN deposit inh: fibronectin deposition inhibition; inhibition, % at 12.6 µM; AH1F fibroblasts, Alexa488-fibronectin deposition fluorescence, overnight; 350,000 compounds, 0.086% hits;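 active = mean inhibition across replicates of 30% or more, regardless of how many single replicates reach that level; inconclusive = mean under 30% yet at least half of replicates reach 30%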;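 also: positive control wells lacked labelled fibronectin entirely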
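Material: AH1F fibroblast monolayer depositing Alexa488-labelled fibronectin into matrix | Input: 10000 AH1F cells/well | Medium: DMEM plus 2% serum, read in PBS | Reagent: Alexa488-fibronectin, 24 nM final in well | Compound dosing: One dose per compound, pinned | Schedule: 1 h adhesion, overnight exposure | Measured by: Fluorescence at 485 nm excitation, 525 nm emission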
Casp6 inh: caspase-6 (human) enzyme inhibition | P55212 | purified caspase-6, Z-VEID-R110 cleavage fluorescence | inhibition, % at 12.5 µM | 350,000 compounds, 0.53% hits;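 active = mean inhibition across replicates at least about 35%, with every replicate also reaching that limit, limit read from the data; inconclusive = only one of the two criteria met; inactive = neither criterion met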;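 also: 0% = median of neutral control wells and 100% = no fluorescence left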
Target sequence (P55212 24-179 limits assumed): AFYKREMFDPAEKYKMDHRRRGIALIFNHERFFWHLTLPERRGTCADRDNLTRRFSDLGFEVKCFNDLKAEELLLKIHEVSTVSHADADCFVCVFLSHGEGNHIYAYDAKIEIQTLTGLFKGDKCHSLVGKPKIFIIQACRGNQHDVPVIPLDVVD
Target sequence (P55212 194-293 limits assumed): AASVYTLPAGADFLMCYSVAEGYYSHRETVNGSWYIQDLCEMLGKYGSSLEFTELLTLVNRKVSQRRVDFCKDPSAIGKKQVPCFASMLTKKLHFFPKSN
miR122 inh: miR-122 inhibition in Huh7 cells; Huh7 miR-122 Renilla luciferase sensor, 48 h; neutral wells = 0, positive control = 100; 340,000 compounds, 0.3% hits; activation (reporter increase), % at 12.5 µM;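 active = mean replicate activation score at least 90 and every replicate individually at or above 90; inconclusive = only one of the two criteria met; inactive = neither criterion met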;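 also: higher luciferase means less miR-122 activity so hits act as miR-122 inhibitors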
PGC1a acetyl inh: PGC1a acetylation modulation, inhibitor mode; AID 651687; inhibition, % at 15.6 µM; 350,000 compounds, 0.17% hits; U2OS PGC1a acetylation, AlphaScreen anti-acetyl-lysine; with virally co-expressed GCN5 acetyltransferase;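 active = every replicate shows inhibition of at least 40%; inconclusive = mean inhibition at least 40% but some replicate below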;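 also: 0% = neutral control wells and 100% = positive control wells; some results beyond the cut were filed as inactive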
EWS-Fli block: EWS/Fli transcriptional activity inhibition | A673 NR0B1-luciferase reporter, viability-normalised | inhibition, % at 12.6 µM | 350,000 compounds, 0.67% hits | AID 651661;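 active = mean inhibition of at least 50% after viability correction, with every replicate also passing that limit; inconclusive = mean reaches 50% but only one of two replicates passes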;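 also: firefly luciferase signal divided by Alamar Blue viability fluorescence both relative to DMSO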
Cneo AK release: causes C. neoformans cell lysis. adenylate kinase release luminescence, 4 h; normalised: neutral wells 0, clomiphene wells 100. lysis activity, % at 15 µM. 360,000 compounds, 0.2% hits. AID 651654;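 active = mean lysis activity across replicates of at least 80%, whatever share of replicates individually reach that level; inactive = mean lysis activity below 80%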
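Assay system: C. neoformans cells. Amount: yeast cell density of 5 × 10^6 cells/mL. Technique: AK luminescence. Buffer or medium: YPD. Times: static 4 h at 37 °C with compound, 1 h detection. Dosing: single-point compound dose. Read-out: lysis from increased AK signal.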
LGR2 inh: Drosophila LGR2 receptor signaling inhibition; inhibition, % at 9.99 µM; HEK293 LGR2, CRE-luciferase, bursicon-stimulated, 4 h; 380,000 compounds, 0.35% hits; AID 720647;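 active = drop in luminescence signal, shown as inhibition above about 50% in the replicate tests, limit read from the data, passing the limit was not always enough; inconclusive = probably only some replicates passing the limit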;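 also: agonist challenge used bursicon conditioned medium at about half maximal strength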
PAX8 reporter: inhibitors of PAX8 transcriptional activity in RMG-I cells; RMG-I TPO-luciferase reporter, SteadyGlo, 24 h; inhibition, % at 12.6 µM; 360,000 compounds, 1.2% hits; AID 652154;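 active = mean replicate inhibition at least 60% with every replicate also reaching 60%; inconclusive = only one of the two criteria is met; inactive = mean below 60% and not all replicates reaching 60%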;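 also: luciferase light reporting Pax8 driven TPO promoter activity; plate controls were median of neutral control wells for no effect and mitoxantrone controls for full effect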
Active calls of the source: *; ? = inconclusive; / = no result given; [ ] = remark or other dose. Rows are unselected; 2.5% or so of the library scored in one or more.

SMILES	FN deposit inh	Casp6 inh	miR122 inh	PGC1a acetyl inh	EWS-Fli block	Cneo AK release	LGR2 inh	PAX8 reporter
CCOC(=O)C1CCCN(C(=O)Cn2nc(C)n3nc(-c4ccccc4)cc3c2=O)C1 (stereo unspecified)	8	-5	-1	-8	/	1	-7	-6
O=C(CSc1ccsc1[N+](=O)[O-])N1CCN(c2ccc(Cl)cc2)CC1	/	/	-5	11	/	-2	-27	/
O=C(Nc1ccccc1C(=O)O)c1ccc(NC(=O)C2CCCCC2)cc1	-4	1	/	/	2	0	24	-19
O=c1nc(N2CCCC2)nc(N2CCCC2)[nH]1	-4	0	/	/	-2	0	-4	11
COc1cc(OC)cc(C(=O)NCC(=O)OCC(=O)NC(C)(C)C)c1	-4	0	-6	0	1	3	3	17
COc1ccc(-c2nnc(SCC(=O)Nc3cc(C)on3)n2C)cc1OC	/	3	3	4	6	0	-11	/
CCOC(=O)C(C)N1c2cccc3cccc(c23)S1(=O)=O (stereo unspecified)	6	6	4	3	9	-1	?	-25
CC(C)N(C(=O)[C@H]1C[C@H](CC(=O)NCCCn2ccnc2)C(=O)N2CCc3c([nH]c4ccc(Cl)cc34)[C@]12C)C(C)C	8	-10	-9	-14	-2	1	42	-16
Cc1cc(C)c(S(=O)(=O)Nn2cnnc2)c(C)c1	33*	0	-1	19	9	0	41	1
O=C(c1[nH]c(C(F)(F)F)nc1-c1ccccc1)N1CCN(c2ccccc2)CC1	19	-3	14	0	65*	-1	3	29
CCCCc1c(-c2ccccc2OC)ncn1Cc1ccc(C)cc1	16	1	/	/	35	/	27	61*
COc1ccc(OCCN2CCN(C(=O)c3ccc(OC)c(OC)c3)CC2)cc1	1	/	/	/	23	2	1	10
CC1SCC(=O)N(CC(=O)Nc2ccc3c(c2)OCO3)C1=O (stereo unspecified)	-2	-2	-3	-11	1	-1	9	16
C=CCNC(=O)c1onc(CSc2ccccc2F)c1C(=O)O	7	-2	2	2	-7	-3	-4	-8
CC(C)c1nc(NCC2CCCO2)c(C#N)c2c1COC(C)(C)C2 (stereo unspecified)	5	/	2	-23	/	2	/	2
COc1ccc(C(=O)CSc2[nH]c(=O)cc(C(F)(F)F)c2C#N)cc1	0	0	-1	-1	-30	/	-5	-22
CCCC(=O)N1CCCC(C(=O)c2cccc(OC(C)C)c2)C1 (stereo unspecified)	1	-1	-22	/	-58	-1	-1	-54
C(=N\Nc1nncc2ccccc12)/c1ccccn1	6	-4	9	1	41	-2	?	-62
CNC[C@@H]1OCCCC[C@@H](C)Oc2ccc(NC(=O)C3CCCCC3)cc2C(=O)N([C@@H](C)CO)C[C@H]1C	/	1	-6[16.7 µM]	18	-8	1	-3	-11
O=C(Nc1ccc(OC(F)(F)F)cc1)c1cc(S(=O)(=O)N2CCCCC2)ccc1N1CCOCC1	-8	-1	-1	/	8	-1	-7	13
Cc1ccc(Nc2nc(NCC3CCCO3)nc(N)c2[N+](=O)[O-])cc1C (stereo unspecified)	3	0	-3	0	-15	0	-20	-24
Cn1cnnc1SCC(=O)Nc1ccc2nc(SCc3ccccc3)sc2c1	/	/	-8	-7	/	-5	-66	/
O=C(N/C(=C/c1ccc(Cl)cc1)C(=O)N1CCCCC1)c1ccco1	2	1	26	-3	-3	1	7	20
Cc1ccccc1NC(=O)CN1C(=O)S/C(=C\c2cccn2-c2cccc(C(=O)O)c2)C1=O	/	/	-4	2	/	1	-5	/
CCNC(=O)NC(=O)C(C)N1C(=O)NC(c2ccccc2)(c2ccccc2)C1=O (stereo unspecified)	-1	0	-4	-5	-2	0	1	8

The list continues:
SMILES	FN deposit inh	Casp6 inh	miR122 inh	PGC1a acetyl inh	EWS-Fli block	Cneo AK release	LGR2 inh	PAX8 reporter
C[C@@H]1CN([C@@H](C)CO)S(=O)(=O)c2ccc(/C=C/c3ccccc3)cc2O[C@@H]1CN(C)C(=O)c1ccncc1	/	9	-26[16.7 µM]	-2	-7	-1	18	/
CC(C)c1cccc(C(C)C)c1OCCCCCN1CCOCC1	7	-2	-4	-3	5	12	21	3
CN(C)CCNC(=O)c1onc(CSc2ccncc2)c1C(=O)NCCN(C)C	4	-50	-6	-8	-2	1	-6	0
CCC1(c2ccc(F)cc2)NC(=O)N(CC(=O)Nc2cccnc2Cl)C1=O (stereo unspecified)	3	0	4	3	-4	1	2	2
COc1cc(NC(=O)CCCNC(=O)Cn2cnc3sc4c(c3c2=O)CCCC4)cc(OC)c1OC	3	-3	-4	5	-1	6	-5	-2
O=C(O)c1c(C(=O)O)c(-c2ccc(Cl)c(Cl)c2)n2c1CSC2	5	18	-4	7	-11	0	-8	-10
CCCC(=O)Nc1ccc2c(c1)OC[C@@H](C)N(C(=O)C1CCCC1)C[C@@H](C)[C@H](OC)CN(C)C2=O	7	0	-3[16.7 µM]	-1	-12	1	-9	/
CN1CCN(c2ccc(Cl)cc2NC(=O)c2ccc([N+](=O)[O-])cc2)CC1	4	-17	-1	-2	-1	10	-9	-1
C[C@@H]1COc2cc(N3CCC[C@@H]3CO)ccc2S(=O)(=O)N1	0	-2	/	/	-16	/	1	2
CCCCc1ccc(NC(=S)N2CCCC2)cc1	3	-2	4	/	/	3	-30	-31
Cc1noc(NC(=O)c2cccc(C(F)(F)F)c2)c1Cl	-1	11	/	8	-3	/	-7	-5
O=C(Nc1cccc2ncccc12)c1ccccc1[N+](=O)[O-]	-6	0	/	/	-8	1	1	12
O=C(NC1C2CC3CC(C2)CC1C3)c1ccc(Br)o1 (stereo unspecified)	0	0	/	/	4	3	-25	9
COc1ccc(NC(=O)N(C)C[C@H]2OCCCC[C@H](C)Oc3ccc(NS(=O)(=O)c4ccccc4)cc3C(=O)N([C@H](C)CO)C[C@@H]2C)cc1	5	1	-5[16.7 µM]	5	6	-2	12	-18
O=C(CCNC(=O)N1CC(=O)Nc2ccccc21)Nc1cccc(Cl)c1	-6	-2	-2	/	9	0	3	-13
CCOC(=O)c1c(NC(=O)CN2C(=O)NC3(CCCCC3)C2=O)sc(C)c1-c1ccc(C)cc1	-2	/	2	-14	/	/	-7	-7
CC(C)(C)S(=O)N1Cc2cc(C(=O)Nc3ccc(-c4ccccc4)cc3)nc(-c3cccc(-c4cccc(F)c4)c3)c2[C@@H]1CCO (stereo partly specified)	-12	2	/	-3	4	/	34	7
CN1C(=O)c2cc(NC(=O)Cc3cccs3)ccc2OC[C@@H]2O[C@H](CC(=O)NCCc3ccncc3)CC[C@H]21	-7	0	/	/	-5	1	5	0
COC(=O)c1[nH]c(=O)c2ccccc2c1O	-18	/	5	0	/	4	/	/
COc1ccc(NC(=O)N(C)C[C@H]2OCCCC[C@@H](C)Oc3ccc(NC(=O)CCCN(C)C)cc3C(=O)N([C@@H](C)CO)C[C@@H]2C)cc1	/	2	11[16.7 µM]	1	3	0	0	-21
CCOC(=O)c1c(-c2ccccc2)oc2ccc(OCC(=O)NNC(=O)CCCC(=O)O)cc12	6	-3	/	-3	2	0	-5	-3
CN(C)c1ccnc(Oc2ccccc2)c1C#N	6	/	-3	1	/	0	/	/
OC[C@H]1[C@H](c2ccc(-c3cccnc3)cc2)[C@@H]2CN(CC3CCOCC3)CCCCN12	/	1	6[16.7 µM]	2	-4	-2	/	-19

An excerpt of these results, with bars between the fields:
structure | FN deposit inh | Casp6 inh | miR122 inh | PGC1a acetyl inh | EWS-Fli block | Cneo AK release | LGR2 inh | PAX8 reporter
CN(C)CCNC(=O)c1onc(CSc2ccncc2)c1C(=O)NCCN(C)C | 4 | -50 | -6 | -8 | -2 | 1 | -6 | 0
CCC1(c2ccc(F)cc2)NC(=O)N(CC(=O)Nc2cccnc2Cl)C1=O (stereo unspecified) | 3 | 0 | 4 | 3 | -4 | 1 | 2 | 2
COc1cc(NC(=O)CCCNC(=O)Cn2cnc3sc4c(c3c2=O)CCCC4)cc(OC)c1OC | 3 | -3 | -4 | 5 | -1 | 6 | -5 | -2
O=C(O)c1c(C(=O)O)c(-c2ccc(Cl)c(Cl)c2)n2c1CSC2 | 5 | 18 | -4 | 7 | -11 | 0 | -8 | -10
CCCC(=O)Nc1ccc2c(c1)OC[C@@H](C)N(C(=O)C1CCCC1)C[C@@H](C)[C@H](OC)CN(C)C2=O | 7 | 0 | -3[16.7 µM] | -1 | -12 | 1 | -9 | /
CN1CCN(c2ccc(Cl)cc2NC(=O)c2ccc([N+](=O)[O-])cc2)CC1 | 4 | -17 | -1 | -2 | -1 | 10 | -9 | -1
C[C@@H]1COc2cc(N3CCC[C@@H]3CO)ccc2S(=O)(=O)N1 | 0 | -2 | / | / | -16 | / | 1 | 2
CCCCc1ccc(NC(=S)N2CCCC2)cc1 | 3 | -2 | 4 | / | / | 3 | -30 | -31
Cc1noc(NC(=O)c2cccc(C(F)(F)F)c2)c1Cl | -1 | 11 | / | 8 | -3 | / | -7 | -5
O=C(Nc1cccc2ncccc12)c1ccccc1[N+](=O)[O-] | -6 | 0 | / | / | -8 | 1 | 1 | 12
O=C(NC1C2CC3CC(C2)CC1C3)c1ccc(Br)o1 (stereo unspecified) | 0 | 0 | / | / | 4 | 3 | -25 | 9
COc1ccc(NC(=O)N(C)C[C@H]2OCCCC[C@H](C)Oc3ccc(NS(=O)(=O)c4ccccc4)cc3C(=O)N([C@H](C)CO)C[C@@H]2C)cc1 | 5 | 1 | -5[16.7 µM] | 5 | 6 | -2 | 12 | -18
O=C(CCNC(=O)N1CC(=O)Nc2ccccc21)Nc1cccc(Cl)c1 | -6 | -2 | -2 | / | 9 | 0 | 3 | -13
CCOC(=O)c1c(NC(=O)CN2C(=O)NC3(CCCCC3)C2=O)sc(C)c1-c1ccc(C)cc1 | -2 | / | 2 | -14 | / | / | -7 | -7
CC(C)(C)S(=O)N1Cc2cc(C(=O)Nc3ccc(-c4ccccc4)cc3)nc(-c3cccc(-c4cccc(F)c4)c3)c2[C@@H]1CCO (stereo partly specified) | -12 | 2 | / | -3 | 4 | / | 34 | 7
